Screening results as filed in PubChem BioAssay.
RGS7-Gao: RGS7-Galphao binding modulators, primary screen, biochemical, multiplexed bead flow cytometry. actives lie on both sides. binding response (% of control), % at 10 µM. 0.35% of 220,000 active; in the data active = binding response below about 49% or above about 150%; inconclusive = no clear call, values can overlap the other calls; inactive = in between;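 note: fluorescent Galphao held in activated GDP-AlF4 state binding bead-coupled RGS7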
Target sequence (P09471 whole entry, looked up): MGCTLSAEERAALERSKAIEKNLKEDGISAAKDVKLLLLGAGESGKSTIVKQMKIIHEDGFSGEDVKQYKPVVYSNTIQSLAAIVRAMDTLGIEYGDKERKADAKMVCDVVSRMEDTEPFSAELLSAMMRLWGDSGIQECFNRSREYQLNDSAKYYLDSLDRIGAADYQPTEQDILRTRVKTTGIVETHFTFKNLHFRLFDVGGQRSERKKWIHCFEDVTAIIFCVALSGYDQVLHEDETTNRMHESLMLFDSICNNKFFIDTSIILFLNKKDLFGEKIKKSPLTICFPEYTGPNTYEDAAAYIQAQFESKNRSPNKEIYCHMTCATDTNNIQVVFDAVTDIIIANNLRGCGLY
Bfl-1 Bim block: inhibitors of Bim binding to Bfl-1, primary screen, biochemical, multiplexed, bead-based flow cytometry; AID 1008, 2008; Bim-Bfl-1 binding inhibition; inhibition, % at 10 µM; 0.12% of 190,000 active;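 note: 0% = wells without compound plus tracer and 100% = blocker peptide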
RGS8-Gao: RGS8-Galphao binding modulators, primary screen, biochemical, multiplexed bead flow cytometry; Guanine nucleotide-binding protein G(o) subunit alpha (Homo sapiens), P09471; actives lie on both sides; response (percent of control binding), % at 10 µM; 0.34% of 220,000 active; AID 1423, 2008; in the data active = response below about 60% or above about 140%; inactive = in between;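 note: Galphao activated as the GDP aluminium fluoride complex binding bead-coupled RGS8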
RGS4-Gao reg: modulators of RGS4 binding to Galphao, primary screen, biochemical, multiplexed bead flow cytometry. Guanine nucleotide-binding protein G(o) subunit alpha (Homo sapiens), P09471. actives lie on both sides. binding response (% of control), % at 10 µM. 0.33% of 220,000 active; in the data active = binding response below about 49% or above about 150%; inactive = in between;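 note: fluorescent Galphao activated with aluminum fluoride binding bead-coupled RGS4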
Bcl-B Bim block: inhibitors of Bim-Bcl-B binding, primary screen, biochemical, multiplexed, human Bcl-2 family; Bcl-2-like protein 10 (Homo sapiens), Q9HD36; bead-based flow cytometry, Bim peptide-Bcl-B binding; inhibition, % at 10 µM; 0.073% of 190,000 active; AID 951, 2007;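 note: 0% = tracer peptide without compound and 100% = reference inhibitor peptide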
Target sequence (Q9HD36 whole entry, looked up): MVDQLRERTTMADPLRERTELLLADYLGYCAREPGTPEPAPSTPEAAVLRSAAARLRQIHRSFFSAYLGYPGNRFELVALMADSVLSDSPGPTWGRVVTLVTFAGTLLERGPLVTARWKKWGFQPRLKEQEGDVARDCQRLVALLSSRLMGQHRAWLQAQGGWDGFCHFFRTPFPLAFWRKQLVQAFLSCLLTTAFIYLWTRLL
Bcl-W Bim block: inhibitors of Bim binding to Bcl-W, primary screen, biochemical, multiplexed, bead-based flow cytometry. Bcl-2-like protein 2 (Homo sapiens), Q92843. Bim peptide-Bcl-W binding. inhibition, % at 10 µM. 0.02% of 190,000 active;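 note: 0% = bound tracer without compound and 100% = peptide blocker; higher means less fluorescent Bim peptide bound to Bcl-W beads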
Target sequence (Q92843 whole entry, looked up): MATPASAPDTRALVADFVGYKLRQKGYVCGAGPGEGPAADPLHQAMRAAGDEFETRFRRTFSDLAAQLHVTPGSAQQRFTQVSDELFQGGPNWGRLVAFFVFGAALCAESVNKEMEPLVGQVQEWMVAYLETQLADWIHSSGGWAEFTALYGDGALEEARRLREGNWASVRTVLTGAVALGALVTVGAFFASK
Bim-Mcl-1: inhibitors of Bim peptide binding to Mcl-1, primary screen, biochemical, bead-based flow cytometry, multiplex. Induced myeloid leukemia cell differentiation protein Mcl-1 (Homo sapiens), Q07820. Bim peptide-Mcl-1 binding. inhibition, % at 10 µM. 0.1% of 190,000 active. AID 1009, 2008;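 note: 0% = no compound tracer wells and 100% = peptide blocker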
Mcl1 Noxa PPI: Mcl-1/Noxa binding inhibitors, primary screen, biochemical, TR-FRET, 1536-well | AID 1022, 2008 | TR-FRET Mcl-1/Noxa peptide binding, 2 h | Induced myeloid leukemia cell differentiation protein Mcl-1 (Homo sapiens), Q07820 | 1.5% of 220,000 active | inhibition, % at 21.7 µM;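 active = compounds that cut the protein-peptide binding signal by more than 50% relative to plate controls in a single-dose test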;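 note: His-tagged Mcl-1 with rhodamine Noxa BH3 peptide and terbium anti-His antibody; 0% = Mcl-1 plus Noxa peptide wells and 100% = peptide-only wells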
Mcl1 Bid PPI: Mcl-1/Bid binding inhibitors, primary screen, biochemical, TR-FRET, 1536-well. Induced myeloid leukemia cell differentiation protein Mcl-1 (Homo sapiens), Q07820. TR-FRET Mcl-1/Bid-Dy647 peptide binding. inhibition, % at 21.7 µM. 0.97% of 220,000 active. AID 1021, 2008;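 active = compounds that cut the binding signal by more than half at the single screening dose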;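 note: His-tagged Mcl-1 with europium anti-His antibody binding Bid BH3 peptide; 0% = Mcl-1 plus peptide wells and 100% = peptide-only wells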
Bim-Bcl-XL: inhibitors of Bim-Bcl-XL binding, primary screen, biochemical, multiplexed, bead flow cytometry, human Bcl-XL; 0.04% of 190,000 active; inhibition, % at 10 µM; Bim peptide-Bcl-XL binding, fluorescence; AID 1007, 2008
Target sequence (Q07817 whole entry, looked up): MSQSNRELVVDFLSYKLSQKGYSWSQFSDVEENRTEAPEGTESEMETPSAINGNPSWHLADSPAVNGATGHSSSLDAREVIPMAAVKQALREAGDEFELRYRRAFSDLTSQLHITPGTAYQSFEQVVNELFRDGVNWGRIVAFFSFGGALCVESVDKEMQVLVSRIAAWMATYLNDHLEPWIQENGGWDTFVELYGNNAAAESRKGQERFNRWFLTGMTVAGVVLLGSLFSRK
Bcl-2 Bim block: inhibitors of Bim-Bcl-2 binding, primary screen, biochemical, multiplexed, human Bcl-2 family | inhibition, % at 10 µM | Bead-based flow cytometry, Bim peptide-Bcl-2 binding | 0.06% of 190,000 active; in the data active = inhibition above about 40%; inconclusive = no clear call, values can overlap the other calls;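 note: 0% = no compound wells with probe peptide and 100% = reference peptide inhibitor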
Starred values were filed as active, the others as inactive; ? = inconclusive; · = not tested or not shown. Cut-off read from the data, not from the text of the source, unless noted: active = inhibition above about 40%. Compounds were not picked by outcome, and some 2.7% of all compounds hit somewhere here.

SMILES	RGS7-Gao	Bfl-1 Bim block	RGS8-Gao	RGS4-Gao reg	Bcl-B Bim block	Bcl-W Bim block	Bim-Mcl-1	Mcl1 Noxa PPI	Mcl1 Bid PPI	Bim-Bcl-XL	Bcl-2 Bim block
COc1ccc(/C=N/Nc2nnc(Cc3ccc(OC)c(OC)c3)c(=O)[nH]2)cc1OC	99	0	100	100	-2	-1	-1	-5	-22	4	-7
CCOC(=O)C(C)Sc1nnc2n1C(C)(C)Cc1ccccc1-2 (centres undefined)	105	-18	103	103	-11	-6	-6	14	5	-10	-19
OCCC1CN(Cc2ccncc2)CCN1C1CCCC1 (centres undefined)	97	-4	100	101	-1	-5	0	1	-28	-4	-1
Cc1cc(CNC(=O)[C@H](C)[C@@H]2C[C@@]2(C)[C@@H](NC(=O)OCc2ccccc2)c2ccccc2)nn1C	101	-1	101	100	-4	-2	-2	-7	-6	-3	-3
COc1ccc(NS(=O)(=O)c2cccc(NC(=O)C34CCC(CC3)C4)c2)cc1	100	-6	101	102	-8	-6	-5	2	-14	-5	-2
O=C(NCC1CCCO1)c1cn(-c2ccccc2)nc1-c1ccccc1 (centres undefined)	101	-6	101	95	-3	-2	-1	-4	-4	-2	-4
CC(=O)NCCC(=O)Nc1nc(-c2cccs2)c(-c2cccs2)s1	103	-7	100	98	-10	-6	-4	26	-49	-9	-9
CCOC(=O)C/C(C)=N/NC(=O)CN(c1ccc(Br)cc1)S(=O)(=O)c1ccccc1	97	9	88	97	7	4	-4	1	-27	3	5
CCc1nnc(NS(=O)(=O)c2ccc(Nc3ccc4nonc4c3[N+](=O)[O-])cc2)s1	97	-2	102	99	7	4	4	-8	5	7	6
COc1ccc(-c2[nH]ncc2CN(C)CC2CCCCO2)cc1F (centres undefined)	98	-7	104	104	-5	-4	-4	3	-15	-6	-12
CCc1nc(SCC(=O)O)c(C#N)cc1C	99	-17	99	99	-10	0	-4	17	19	-7	-15
CCOC(=O)N1CCN(C(=O)COc2ccc(S(=O)(=O)NC3CCCCC3)cc2C)CC1	99	-10	98	102	-9	0	-3	-6	-31	-7	-13
CCN(CC)S(=O)(=O)c1cc([N+](=O)[O-])ccc1N=Nc1c(O)[nH]c2ccccc12	99	-2	105	107	-2	-3	-1	7	51*	-3	2
Cc1ccc(-n2nnnc2SCC(=O)Nc2sccc2C#N)cc1	99	-1	101	100	-5	-1	-2	40	-22	-2	-8
COC(=O)c1ccccc1OCCCOc1ccc(C)cc1OC	98	-2	100	101	0	-1	0	3	-18	0	0

Reprinted from the part before: two compounds; new compounds follow.
SMILES	RGS7-Gao	Bfl-1 Bim block	RGS8-Gao	RGS4-Gao reg	Bcl-B Bim block	Bcl-W Bim block	Bim-Mcl-1	Mcl1 Noxa PPI	Mcl1 Bid PPI	Bim-Bcl-XL	Bcl-2 Bim block
Cc1ccc(-n2nnnc2SCC(=O)Nc2sccc2C#N)cc1	99	-1	101	100	-5	-1	-2	40	-22	-2	-8
COC(=O)c1ccccc1OCCCOc1ccc(C)cc1OC	98	-2	100	101	0	-1	0	3	-18	0	0
Cc1nc(-n2ncc(C#N)c2N)c2c3c(sc2n1)CCC3	98	-17	101	101	-7	-2	-3	-3	-7	-9	-8
COc1ccc(Cc2c(O)nc[nH]c2=O)cc1	85	0	93	84	0	-1	0	13	-51	3	2
Cc1cccc(N2CCN(c3ccc(NC(=O)/C=C(/C(=O)O)c4ccccc4)cc3)CC2)c1	86	1	93	81	0	-1	-2	52*	-10	-2	0
CCOc1c(Nc2ccc(C(C)C)cc2)c(=O)c1=O	?	·	97	92	·	·	·	4	20	·	·
Nc1c(C(=O)O)cnn1-c1ccc([N+](=O)[O-])cc1	?	·	101	102	·	·	·	3	-12	·	·
Cc1ccc(C(=O)Nc2sc3c(c2C(=O)O)CCCCC3)o1	104	-11	103	102	-8	0	-2	11	2	-3	-7
CCN(CC)S(=O)(=O)c1cccc(NC(=O)COC(=O)c2cccs2)c1	?	-9	101	102	-4	2	0	-1	-10	-3	-2
N#Cc1c(N)nc2c3c(sc(=N)c2c1N)NC(=O)CC3c1ccccc1Cl (centres undefined)	101	-16	99	102	-9	0	-2	27	-12	-11	-8
Cc1ccc(CNS(=O)(=O)NCc2ccccc2)cc1	109	-5	102	104	-7	2	0	9	-2	-4	-6
O=S(=O)(Nc1ccc(N2CCCCC2)cc1)c1cccs1	95	4	98	101	-3	0	0	8	-48	1	6
CC(Oc1cccc(NC(=O)c2cccs2)c1)C(=O)c1ccccc1 (centres undefined)	104	-3	100	99	-5	-3	-1	16	-3	-1	-3
O=C1c2ccccc2C(=O)N1CCC(c1ccccc1)c1ccco1 (centres undefined)	97	-15	102	99	-11	-2	-4	8	-4	-6	-10
CCCNC(=O)C1CCN(c2ccc(S(=O)(=O)N3CCOCC3)cc2Cl)CC1	99	-4	100	101	-8	-5	-4	1	-6	-3	-3
Nn1c(SCC(=O)Nc2ccc(F)cc2F)nnc1C1CCCCC1	99	-12	100	102	-8	-2	0	7	-9	5	-7
CSc1nc(Cl)cc(Nc2ccc(O)cc2)n1	92	-7	99	99	0	2	5	11	-20	0	-4
COc1ccc(-c2cc(C(=O)Nc3ccc(C)cc3)no2)cc1	98	-1	101	98	-1	6	7	8	-5	0	0
Cc1cc(C)cc(NC(=O)N2CCCN(c3c(Cl)cncc3Cl)CC2)c1	?	·	102	100	·	·	·	-2	-9	·	·
CCCCOc1ccc(-c2nnn(CC(=O)c3c[nH]c4ccccc34)n2)cc1	100	-2	102	96	-4	0	-3	13	-28	-1	-2
CCOCc1nnc(NC(=O)c2ccco2)s1	102	-1	99	97	-9	-6	-4	-8	5	-1	0
Cc1cccc(OCCN2CSC(=S)N(C)C2)c1	99	-13	101	102	-12	-4	-2	-3	4	-12	-13
S=C(c1ccc2c(c1)OCO2)N1CCCCCC1	97	-5	98	101	-14	6	1	12	-28	-11	-4
CCn1c(SCC(=O)N/N=C/C=C/c2ccco2)nc2ccccc21	94	-4	96	95	-7	1	-5	42	-8	-1	-7
O=C(CCN1C(=O)c2ccccc2C1=O)N(CCO)Cc1ccccc1	112	0	110	108	-1	0	0	11	-2	-3	0
C=C(CCC(=O)c1ccccc1)C(=O)c1ccccc1	92	0	91	96	-5	4	-3	22	11	2	-2
OCC1(CCOc2ccccc2)CCN(C2Cc3ccccc3C2)CC1	101	-5	100	100	-4	-3	-2	12	-29	-4	-2
CC(NC(=O)C1CCCC1)c1ccc2c(c1)OCCO2 (centres undefined)	103	-19	101	104	-9	-2	-4	-20	-15	-8	-13
Cn1ccc(C(=O)OCC(=O)c2ccccc2)n1	99	-4	99	99	-1	-1	0	12	-7	-4	0
COc1ccccc1NC(=O)CSc1nc(C)c2c(c1C#N)CCCC2	97	0	99	101	-3	1	0	6	-1	0	-2
COc1cccc(CNCc2ccc(C(=O)O)cc2)c1OC	100	-3	101	103	-1	0	4	10	-28	2	1
COc1ccc(Cc2nnc(SCC(=O)Nc3nc(C)cs3)o2)cc1	103	-14	103	101	-9	-2	-2	-2	-15	-6	-9
Cc1nn(-c2ccccc2)nc1CNC(=O)CC(C)(C)C	?	·	93	80	·	·	·	2	0	·	·
S=c1nc(-c2ccccc2Cl)[nH][nH]1	104	-1	97	101	-12	0	-2	10	-61	-1	-1
N#C/C(=C\c1cc(Cl)cc(Cl)c1O)C(=O)NC1CCCCC1	96	0	100	104	-2	-1	0	42	-46	1	0
COc1ccccc1CNS(=O)(=O)c1ccc2[nH]cc(C(=O)O)c(=O)c2c1	105	-2	101	103	2	0	0	13	-2	2	0
COc1ccc(S(=O)(=O)c2cnc3ccc(OC)cc3c2N2CCC3(CC2)OCCO3)cc1	100	-7	101	99	-9	-4	-3	12	-1	-5	-6
O=C(/C=C/c1cccc([N+](=O)[O-])c1)OCC(=O)c1ccccc1	97	-5	102	100	-3	-2	-1	-5	-1	-1	-3
COC(=O)c1[nH]c(C)c(/C(O)=C2\C(=O)C(=O)N(CCN3CCOCC3)C2c2cccnc2)c1C (centres undefined)	100	-15	100	99	-9	0	-3	·	-14	-16	-13
CCC(=O)N1CCN(c2ccc(Cl)cc2NC(=O)Cc2ccc(Cl)cc2)CC1	100	-11	104	106	-10	3	-2	10	14	3	-12
O=C(NC1(C(=O)NC2CCCCC2)CCCCC1)c1ccc2c(c1)OCO2	·	-4	·	·	-3	-1	-2	11	3	-5	-8
COC(=O)c1[nH]c2ccccc2c1NC(=O)/C=C/c1ccc2c(c1)OCO2	107	-11	101	103	-10	-6	-4	-11	-2	-9	-6
O=C(Cn1cc2c(n1)CCCC2)NCC1CCCO1 (centres undefined)	102	-12	99	97	-5	-1	-2	10	-6	-10	-8
COc1ccccc1CNCC(O)Cn1c2ccccc2c2ccccc21 (centres undefined)	104	-2	104	102	-7	-4	-4	32	6	-2	-4
CCOC(=O)c1c(Nc2ccccc2)sc(/C=C2\C=Nc3ccccc32)c1O	107	-9	105	111	-5	6	0	1	-25	3	-4
CC(C)(C)c1nnc2sc(SCC(=O)N3CCc4ccccc43)nn2c1=O	103	4	102	101	-4	0	-2	6	-4	1	3
COc1cc(OC)c(NC(=S)Nc2cccc(C)c2)cc1Cl	105	-10	103	105	-5	-5	-14	-1	-80	-10	-9
Cc1cccc(NC(=O)C2CCCN2S(=O)(=O)c2ccc(F)cc2)c1C (centres undefined)	100	-11	101	102	-7	2	0	-5	-1	-3	-11
O=C(Nc1cccc(C(F)(F)F)c1)c1ccc(Cn2cc(Br)cn2)o1	101	0	105	102	-3	1	0	7	7	0	0
N#CCCN(C(=O)Nc1ccccc1)c1ccccc1	101	-10	99	98	-9	0	0	-9	-27	-3	-9
CCN(CC)C(=O)CSc1nnc(CCNC(=O)OC(C)(C)C)o1	99	-13	97	99	-8	0	0	0	6	2	-5
COc1cccc(-c2cc3c(-n4cccc4)ncnc3o2)c1	103	-17	103	105	-9	-3	-4	-6	-29	-7	-16
O=C(Nc1ccccc1)Nc1ccc(Br)c(Cl)c1	103	-2	101	103	-3	-1	-1	20	-12	0	0
Cc1[nH]n(-c2ccccc2)c(=O)c1C(=O)c1ccccc1	?	·	96	93	·	·	·	6	-4	·	·
O=C(COc1cccc2ccccc12)N/N=C/c1ccccc1OCc1ccc(C(=O)O)cc1	101	-6	90	79	-1	-1	-1	33	-27	0	-7
C/C=C/C=C/C(=O)N1CC2(CC(c3cccc(NC(=O)CCCCC)c3)=NO2)C[C@H]1C(N)=O (some centres undefined)	?	·	84	96	·	·	·	-3	-56	·	·
